UHRF1 MBD2 ctr – blocks human UHRF1 binding to methylated DNA. inhibition, % at 4.4 µM. UHRF1 binding to methylated oligo, TR-FRET. 370,000 compounds, 0.75% hits. AID 687016. Q96T88; in the data active = inhibition above about 21%;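 also: UHRF1 SRA domain binding a hemimethylated CpG hairpin DNA probe; 0% = median of test compound wells and 100% = reference inhibitor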
HTRA1 inhibitor – blocks human HTRA1 serine peptidase; inhibition, % at 5.96 µM; 340,000 compounds, 0.5% hits; AID 504803; recombinant HTRA1, FP-rhodamine activity-based probe, fluorescence polarization; in the data active = inhibition above about 36%;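 also: 0% = enzyme with DMSO and 100% = wells lacking enzyme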
PRMT1 inh – PRMT1 (human) inhibition, primary screen; Q99873; recombinant PRMT1, activity-based probe fluorescence polarization; inhibition, % at 2.79 µM; 370,000 compounds, 1.3% hits; AID 652257;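 active = inhibition above about 21% made by adding two undisclosed values, limit read from the data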
Target sequence (Q99873 whole entry, looked up): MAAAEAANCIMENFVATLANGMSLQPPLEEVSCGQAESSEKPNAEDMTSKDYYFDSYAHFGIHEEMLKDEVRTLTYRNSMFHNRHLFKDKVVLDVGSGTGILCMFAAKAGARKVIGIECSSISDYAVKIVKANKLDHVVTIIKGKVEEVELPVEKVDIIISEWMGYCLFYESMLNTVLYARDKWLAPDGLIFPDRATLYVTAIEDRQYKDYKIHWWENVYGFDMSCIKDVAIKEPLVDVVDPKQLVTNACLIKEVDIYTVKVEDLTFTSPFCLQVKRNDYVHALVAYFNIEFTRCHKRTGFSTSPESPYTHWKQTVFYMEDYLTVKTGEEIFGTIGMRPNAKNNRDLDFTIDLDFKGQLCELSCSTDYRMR
DDE Tn7 FP inh – inhibitors of Tn7 peptide binding to human fibrin DD(E). P02675. FP displacement of FITC-Tn7 peptide from fibrin DD(E); 0% = median of compound wells per plate. inhibition, % at 8.3 µM. 370,000 compounds, 0.13% hits. AID 720508;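 active = inhibition above the mean of compounds falling within the control limits plus 3 SD of them, cut at about 14% in these data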;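 also: 0% = plate median of compound wells and 100% = 10 µM Aha-Tn7 peptide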
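system = human fibrin DD(E) protein | quantity = DD(E) 2 µM final | medium = Tris/NaCl/CaCl2 buffer, pH 7.8 | also added = labelled Tn7 tracer, 0.1 µM | compound dosing = single point at 8.3 µM | timing = compound with protein 10 min, then 3 h after probe, room temperature | signal = FP measurement | benchmarks = Aha-Tn7 high control | repeats = one replicate per compound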
TCR-CD3 inh – inhibitors of human TCR-CD3 interaction; TAMRA-labeled TCR probe fluorescence, biochemical; inhibition, % at 9.4 µM; 360,000 compounds, 0.37% hits; in the data active = inhibition above about 19%;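 also: recombinant mutant TCR 2C K166C tagged with TAMRA read by polarization; 0% = receptor in buffer alone and 100% = receptor with positive control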
PG9 Ab binder – small molecules binding HIV-1 gp120 antibody PG9. TR-FRET gp120-PG9 antibody binding. 360,000 compounds, 0.43% hits. AID 624416. inhibition, % at 6.7 µM; in the data active = inhibition above about 8.5%
TDP2 absorb – TDP2 (human) inhibition, absorbance primary screen | O95551 | inhibition, % at 12.8 µM | 370,000 compounds, 0.34% hits | recombinant TDP2, T5PNP hydrolysis, p-nitrophenol absorbance 415 nm;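 active = inhibition above the mean of all tested compounds plus 3 SD, set per campaign, cut at about 25% in these data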;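 also: 0% = DMSO with enzyme and 100% = buffer with substrate but no TDP2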
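Assay system: Recombinant human TDP2 | Quantity: 120 nM TDP2 per well | Incubation: 2 h at 37 °C | Signal: Epi absorbance | Evaluation: Percent inhibition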
LEDGF integ inh – blocks HIV-1 LEDGF/p75-dependent DNA integration; TR-FRET IN-LEDGF/p75 DNA integration, Eu/Cy5; AID 743269; inhibition, % at 3.7 µM; 370,000 compounds, 0.64% hits;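 active = inhibition above the screen-wide mean plus 3 SD, cut at about 13% in these data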;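 also: signal is the Cy5 over europium emission ratio at 671 and 618 nm; 0% = plate median of compound wells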
ABHD4 inh – ABHD4 (mouse) inhibition, primary FP screen; Q8VD66; inhibition, % at 8.92 µM; 370,000 compounds, 0.54% hits; AID 720543; purified mABHD4, FP-Rh probe fluorescence polarization;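 active = inhibition exceeding the mean over every tested compound plus 3 SD, cut at about 30% in these data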;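 also: 0% = plate median of compound wells and 100% = S159A mutant with DMSO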
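Doses – 8.92 µM, single dose · Material – wild-type mouse ABHD4 protein · Replication – single well per compound (singlicate) · Measure – percent inhibition of probe binding, normalized to plate controls · Schedule – 45 min compound pre-incubation plus 60 min probe step, 25 °C · Detection – fluorescence polarization with parallel and perpendicular emission, 525/598 nm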
SIAE primary – inhibitors of human sialic acid acetylesterase SIAE; Q9HAT2; SIAE FP-Rh probe binding, fluorescence polarization; inhibition, % at 9.66 µM; 370,000 compounds, 0.69% hits; AID 1053197;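 active = inhibition above a cutoff: mean of compounds within the control limits plus 3 SD of those, cut at about 17% in these data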;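 also: 0% = plate median of compound wells and 100% = probe without SIAE protein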
Target sequence (Q9HAT2 whole entry, looked up): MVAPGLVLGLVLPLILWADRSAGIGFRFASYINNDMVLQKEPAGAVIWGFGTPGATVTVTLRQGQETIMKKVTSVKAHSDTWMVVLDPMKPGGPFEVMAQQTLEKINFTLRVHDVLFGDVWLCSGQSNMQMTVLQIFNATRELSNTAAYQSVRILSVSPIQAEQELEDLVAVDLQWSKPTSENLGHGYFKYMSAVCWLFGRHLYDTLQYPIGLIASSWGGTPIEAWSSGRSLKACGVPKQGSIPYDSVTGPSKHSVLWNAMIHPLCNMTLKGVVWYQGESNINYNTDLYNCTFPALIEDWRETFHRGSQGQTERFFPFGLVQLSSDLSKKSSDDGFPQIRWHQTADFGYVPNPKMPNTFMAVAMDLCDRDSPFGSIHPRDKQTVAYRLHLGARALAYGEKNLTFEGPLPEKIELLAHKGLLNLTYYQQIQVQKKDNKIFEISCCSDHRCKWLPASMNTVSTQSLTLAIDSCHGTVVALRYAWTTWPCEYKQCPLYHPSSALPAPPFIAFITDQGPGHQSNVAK
Active calls of the source: *; . = no result given.

Second line of a record – UHRF1 MBD2 ctr	HTRA1 inhibitor	PRMT1 inh	DDE Tn7 FP inh	TCR-CD3 inh	PG9 Ab binder	TDP2 absorb	LEDGF integ inh	ABHD4 inh	SIAE primary
> COc1ccc(CNC(=O)c2ccc(CS(=O)Cc3ccc(Cl)cc3)o2)cc1 (configuration not stated)
    4	-5	0	-5	3	2.5	-3	5	-2	6
> Cc1cc(Cl)ccc1OCCCC(=O)OCC(=O)Nc1cccc(S(N)(=O)=O)c1
    1	-28	1	-6	-7	-0.9	-9	-12	-1	-13
> Cc1cccc2cc(CN(Cc3cccnc3)C(=O)c3ccncc3)c(=O)[nH]c12
    -1	1	-2	-2	6	0.0	-1	-2	-1	-4
> CSc1ccccc1NC(=O)c1ccoc1C
    -3	13	6	7	5	-0.9	8	-1	3	-1
> O=C(CCSc1ccccc1)Nc1nnc(-c2cccs2)o1
    -1	3	-1	1	1	0.7	0	9	-3	17
> COC(=O)c1sc2nc[nH]c(=O)c2c1C
    -5	-1	4	-2	-3	-1.0	2	2	7	-5
> CCn1nc(C)cc1C(=O)NC1CCCc2c1cnn2-c1cc(F)cc(F)c1 (configuration not stated)
    -5	-11	-3	-10	4	0.1	1	0	2	-5
> COC(=O)c1cc(NC(=S)Nc2cc(Cl)cc(Cl)c2)cc(C(=O)OC)c1
    -3	1	-1	1	9	-2.1	-8	1	-6	-5
> CC(C)(C)S(=O)(=O)/C(C#N)=N/Nc1ccc(S(N)(=O)=O)cc1
    0	8	4	5	1	-1.5	-2	-3	2	1
> C/C(=N\N(Cc1ccccc1)c1ccccc1)c1cccnc1
    -1	-6	-1	1	3	-0.5	14	1	0	3
> O=C(Cc1c[nH]c2ccccc12)NCc1ccc(Cl)cc1Cl
    -1	-8	2	3	4	-2.4	3	-1	-7	0
> CCN(CC)CCNC(=O)C1(c2ccccc2)CCCCC1
    1	-3	5	7	-10	2.7	6	-4	-1	-2
> CN(C(=O)c1ccc(NC(=O)C2CCCN(C(=O)OC(C)(C)C)C2)cc1)C1CCCCC1 (configuration not stated)
    -1	-15	0	2	-1	0.1	-8	1	-3	-2
> CCN(CC)S(=O)(=O)c1cccc(C(=O)N/N=C/c2c(C)nn(-c3ccccc3)c2Cl)c1
    0	-2	0	8	5	-0.6	8	-1	3	2
> O=C(O)c1ccc2c(c1)N(Cc1ccccc1F)C(=O)c1ccccc1S2=O (configuration not stated)
    2	-1	3	7	-2	1.5	3	-2	0	-6
> CC(C)Cn1c(N)c(/C=N/NC(=O)c2ccc(Cl)cc2)c(=O)n(C)c1=O
    -1	8	-3	-8	-5	-1.9	-1	6	0	0
> Cc1ccc(CNC(=O)c2ccccc2N)cc1
    1	-9	-2	6	-6	3.1	4	1	10	5
> O=S(=O)(c1ccc(-c2ccccc2)cc1)N1CCCC1
    -1	-7	-6	-1	-2	-1.3	-13	-2	-2	-6
> CC1CCN(CC(=O)Nc2cccc(Cl)c2)CC1
    6	-4	-5	0	-3	-2.4	-15	2	-7	-6
> COc1cc([N+](=O)[O-])ccc1NC(=O)Nc1ccc2c(c1)OCCO2
    17	-4	5	-2	-6	0.1	-2	0	-12	-6

Second line of a record – UHRF1 MBD2 ctr	HTRA1 inhibitor	PRMT1 inh	DDE Tn7 FP inh	TCR-CD3 inh	PG9 Ab binder	TDP2 absorb	LEDGF integ inh	ABHD4 inh	SIAE primary
> N#Cc1ccccc1C[C@H](N)C(=O)NC[C@H]1O[C@@H](n2cnc3c(N)ncnc32)[C@H](O)[C@@H]1O
    -3	.	2	-2	-6	-0.1	-9	1	-8	1
> CNC(=O)CSc1nc2cccnc2n1-c1ccc(F)cc1
    0	1	0	9	3	-2.0	-8	-2	8	4
> CC(C)(C)S(=O)N1Cc2cc(CO)cc(CCO)c2[C@@H]1CCO (some centres not stated)
    1	3	-5	-8	9	-1.0	0	-2	1	1
> CCN1C[C@@H]2[C@@H]3C(=O)N(C)C(=O)[C@@H]3[C@](Cc3ccccc3)(C1=O)N2C(=O)c1ccc(Cl)c(Cl)c1
    -1	-5	-4	10	-2	0.7	14	2	-3	-2
> Cc1nc(C(=O)NNC(=O)c2ccc(C(F)(F)F)cc2)cs1
    -2	.	-6	2	-2	-3.5	3	-2	10	1
> Cc1ccc(C(=O)Cn2c(N3CCOCC3)nc3c2c(=O)n(C)c(=O)n3C)cc1
    1	6	1	1	-3	1.8	3	0	7	-6
> CN(C(=O)CSc1nc2ccccc2c(=O)n1-c1ccc(F)cc1)C1CCS(=O)(=O)C1 (configuration not stated)
    -1	-1	-4	-6	-1	-1.7	-11	4	0	-2
> O=C(COC(=O)c1ccc([N+](=O)[O-])cc1)Nc1ccc(Cl)cn1
    -2	4	3	0	-11	0.9	-5	-1	15	1
> CCOC(=O)c1cc(-c2cc(OC)c(OC)c(OC)c2)nc2c1c(=O)[nH]c(=O)n2Cc1ccccc1
    -1	-13	-1	5	4	-0.4	8	-1	-2	1
> CCCCCCNC(=O)O[C@H]1Cn2c(=O)n(CCCCCC)c(=O)n2[C@@H]2CN(S(=O)(=O)c3ccc(C)cc3)C[C@]12O
    9	-57	2	0	4	0.4	-6	-3	-12	-20
> Cn1c(=O)c2c([nH]c(OCc3ccc(Cl)cc3Cl)[n+]2Cc2ccc(F)cc2)n(C)c1=O
    -1	0	1	3	12	-0.7	-7	-2	3	10
> CCCOc1ccc(N2CC(C(=O)NCCc3ccc(OC)c(OC)c3)CC2=O)cc1 (configuration not stated)
    -2	-2	-2	-2	-4	-3.8	-11	3	3	-251
> c1cncc(CN2CCN(c3cc(-c4cnc5ccccc5c4)nc4ccnn34)CC2)c1
    0	.	-5	0	1	0.0	5	0	4	-2
> O=c1c2cccnc2n(-c2ccccc2)n1Cc1ccc(Cl)cc1
    3	-3	2	-3	-3	-1.9	0	-1	3	-5
> CCOC(=O)CCNC(=O)c1ccc2nc(C3CCCCC3)oc2c1
    -3	5	-2	-5	11	0.7	-7	3	-1	4
> CCCc1nc2nc(C)c(NS(=O)(=O)c3ccc(C4CCCCC4)cc3)c(=O)n2[nH]1
    2	-11	-2	-13	-1	0.4	-15	3	-25	8
> C=CCSc1nnc(NC(=O)CCN2C(=O)C3CC=CCC3C2=O)s1 (configuration not stated)
    -1	-5	-1	3	-8	0.7	-2	-9	-5	-6
> Cc1ccc(C(=O)NC(=S)N2CCN(c3cc(C)ccc3C)CC2)cc1
    -3	4	0	-6	0	-0.1	4	0	-1	3
> O=C(N/N=C/c1cccs1)C(=O)N1CCCC1
    -4	1	1	3	-5	2.8	3	0	-2	5
> Cc1nc2c([nH]c3ccccc32)c(=O)n1N
    7	.	-1	-1	1	1.9	7	5	-11	1

Second line of a record – UHRF1 MBD2 ctr	HTRA1 inhibitor	PRMT1 inh	DDE Tn7 FP inh	TCR-CD3 inh	PG9 Ab binder	TDP2 absorb	LEDGF integ inh	ABHD4 inh	SIAE primary
> O=C(Nc1cnn(Cc2ccc(Cl)cc2Cl)c1)c1cc(-c2cccs2)on1
    -3	-16	-1	-5	-2	-2.5	1	-1	-5	-9
> O=C(c1ccc2c(=O)n(Cc3ccco3)c(=S)[nH]c2c1)N1CCN(c2ccccc2)CC1
    -4	-7	1	-2	-3	-1.8	2	-2	9	0
> CCc1ccccc1NC(=O)NCc1ccccn1
    -3	3	1	2	-1	-2.5	2	1	0	-8
> O=C1NCCCC1C(=O)Nc1ccccn1 (configuration not stated)
    2	7	2	0	8	-0.1	1	1	4	-2
> N#Cc1cnn2c(=O)[nH]cnc12
    -1	3	-6	-5	4	-1.3	-8	-1	0	1
> CC1(C(=O)O)CCCN(C(=O)c2ccc(F)cc2Cl)C1 (configuration not stated)
    1	.	0	3	-2	0.2	3	-4	0	2
> COc1cc(NC(=O)c2ccc(-c3cccc(F)c3)o2)ccc1NC(=O)c1ccccc1Cl
    3	-11	-1	-2	-6	1.3	-1	-1	-6	-42
> O=C(Cc1cccs1)Nc1nc2c(ccc3ccccc32)s1
    -2	-73	1	0	2	1.9	6	3	-42	-9
> COc1ccc(C(CNC(=O)CCNS(=O)(=O)c2ccc(C)cc2)N2CCOCC2)cc1 (configuration not stated)
    4	-4	-2	-6	-3	-0.4	-6	1	1	2
> CCNC(=S)N/N=C/c1ccc(C#N)cc1
    0	-6	-5	3	8	-1.6	-11	4	-1	3
> COc1ccc2[nH]c(O)c(N=NC(=O)c3ccc(NS(=O)(=O)c4cccs4)cc3)c2c1
    4	45*	6	0	3	-0.1	-6	-1	29	17
> O=C(Nn1cnnc1)c1ccc([N+](=O)[O-])cc1
    -1	-2	-2	3	7	-0.3	6	4	-1	2
> Cc1ccccc1NC(=O)OCCN1CCN(Cc2ccccc2)CCC1=O
    -2	-1	-1	-2	-1	-3.4	1	-1	-3	-2
> CCCCOC(=O)Cc1c(O)c2ccccc2[nH]c1=O
    -2	6	-1	-4	8	3.4	2	-1	8	2
> CCC(CC)COC(=O)C(C#N)c1nc2ccccc2nc1N1CCN(CC)CC1 (configuration not stated)
    -6	-4	1	-4	6	-1.5	-6	3	18	2
> O=C(CSc1nnc(-c2ccccc2)n1Cc1ccco1)Nc1ccc(OCc2ccccc2)cc1
    0	.	5	-7	.	.	-20	4	-22	-17
